# From PubChem
# HCT116 bCat-KO = beta-catenin-lacking colon tumor cell growth suppression; HCT116 beta-catenin knockout viability, CellTiter-Glo, 60 h; active compounds read low; viability, % at 10 µM; actives 1.5% (n = 140,000);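 active means viability at or under a set limit, the compound median less 4 SD, cut at about 6% in these data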;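 further: 0% = Hyamine 1622 control at 20 µM and 100% = untreated cell control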
# HCT116 PTEN-null = growth suppressors of cells with PTEN tumor suppressor deletion | AID 827 | viability, % at 10 µM | HCT116 PTEN-null viability, CellTiter-Glo, 60 h; active compounds read low | actives 1.2% (n = 140,000);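 active means viability at or below a set limit, 4 SD under the median of all tested compounds, cut at about 3.7% in these data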;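 further: PTEN knockout HCT116 line with beta catenin targeted HCT116 as companion control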
# E-sel TNF inh = blocks E-selectin expression induced by TNF alpha; HUVEC TNFa-induced E-selectin immunofluorescence, high content; inhibition, % at 2 µM; actives 0.71% (n = 120,000); AID 1246;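 active means inhibition above the batch mean plus 3 SD, and confirmed as a hit on visual image review, cut at about 43% in these data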;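 further: 0% = TNF-stimulated DMSO wells and 100% = unstimulated control wells; not every result past the cut was called active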
# Yeast lifespan up = extends the lifespan of yeast; S. cerevisiae growth with nicotinamide, OD615; deaD strain in restrictive glucose medium; inhibition of the nicotinamide effect, % at 10 µM; actives 0.68% (n = 130,000);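 active means inhibition above a set limit, placed 3 SD over the median of all compounds, cut at about 26% in these data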;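 further: 0% = nicotinamide-treated wells and 100% = cells grown without nicotinamide; some compounds called inactive have numbers as strong as hits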
#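 Buffer or medium: CSMM-D glucose medium, restrictive; test system: modified budding yeast, DeaD strain; compound: single dose 10 µM compound, 0.25% DMSO; schedule: culture preincubation 4 h, compound exposure 48 h, both 30 °C; detection: optical density (absorbance) at 615 nm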
# Phagocyt inh = macrophage phagocytosis inhibition; J774A.1 macrophage IgG-bead phagocytosis, imaging; inhibition, % at 5 µM; actives 0.07% (n = 110,000);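 active means inhibition above the mean of the plate negative controls plus 5 SD, cut at about 13% in these data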;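 further: phagocytic index as fraction of beads internalized from green versus red external bead signal; plate controls were DMSO negative control for no effect and cytochalasin-D positive control for full effect; some results beyond the cut were filed as inactive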
# NPY-Y2 antag = antagonists of human neuropeptide Y receptor Y2; actives 0.99% (n = 140,000); inhibition, % at 2.7 µM; P49146; NPY-Y2 expressing cells, antagonist mode; in the data active means inhibition above about 17%;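 further: 0% = vehicle with agonist challenge and 100% = reference antagonist with challenge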
# Target sequence (P49146 whole entry, looked up): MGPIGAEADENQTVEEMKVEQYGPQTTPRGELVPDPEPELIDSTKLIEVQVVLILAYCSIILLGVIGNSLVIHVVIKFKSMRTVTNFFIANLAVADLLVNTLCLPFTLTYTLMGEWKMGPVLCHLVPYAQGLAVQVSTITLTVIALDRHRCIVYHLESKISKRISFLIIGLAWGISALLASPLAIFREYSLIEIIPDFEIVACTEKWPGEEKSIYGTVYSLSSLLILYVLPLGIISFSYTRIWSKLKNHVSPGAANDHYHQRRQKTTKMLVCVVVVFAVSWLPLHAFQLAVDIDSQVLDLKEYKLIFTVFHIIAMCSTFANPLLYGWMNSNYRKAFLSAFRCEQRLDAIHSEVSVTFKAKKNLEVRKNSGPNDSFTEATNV
# Measles CPE = protection of cells from measles virus. Measles virus-infected cells, CPE protection, absorbance. protection (pct of control), % at 4 µM. actives 1.5% (n = 140,000). AID 841; in the data active means protection mostly above about 24%, no sharp cut-off; inactive means mostly below about 26%; further: some compounds called inactive have numbers as strong as hits
# BB579 growth dn = yeast BB579 growth reduction in restrictive medium | S. cerevisiae BB579 growth, OD615, 48 h | inhibition, % at 10 µM | actives 0.51% (n = 140,000) | AID 804;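 active means inhibition above a set limit, 3 SD over the mean compound inhibition, cut at about 44% in these data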; further: inactives centre near -24
#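 Test system: Saccharomyces cerevisiae DeaD strain BB579, replicative lifespan model yeast | Buffer or medium: Restrictive CSMM-D medium | Doses: One dose, 10 µM compound with 0.25% DMSO | Incubation: 48 h exposure, 30 °C | Detection: Culture absorbance at 615 nm | Control set: Amphotericin B at 10 µg/mL as positive control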
# GALR2 blocker = blocks the human galanin receptor 2; inhibition, % at 4 µM; actives 0.39% (n = 140,000); GALR2-expressing cells, antagonist mode; O43603; AID 828; in the data active means inhibition above about 27%;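 further: cells stimulated with galanin 1-16 at roughly its EC80; 0% = agonist challenge control and 100% = basal control without agonist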
# Target sequence (O43603 whole entry, looked up): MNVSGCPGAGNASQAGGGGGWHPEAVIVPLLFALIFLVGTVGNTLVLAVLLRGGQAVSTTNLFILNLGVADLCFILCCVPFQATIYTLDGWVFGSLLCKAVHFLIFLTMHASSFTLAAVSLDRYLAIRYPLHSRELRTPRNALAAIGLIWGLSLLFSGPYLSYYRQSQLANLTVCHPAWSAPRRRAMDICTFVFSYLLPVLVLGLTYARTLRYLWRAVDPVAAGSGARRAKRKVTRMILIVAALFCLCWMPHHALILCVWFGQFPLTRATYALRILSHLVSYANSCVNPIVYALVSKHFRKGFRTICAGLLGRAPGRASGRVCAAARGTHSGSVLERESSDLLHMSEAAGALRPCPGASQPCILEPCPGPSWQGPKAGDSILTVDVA
# MRP1 act = activates MRP-1; actives 0.61% (n = 140,000); H69AR cells + doxorubicin, viability rescue, CellTiter-Glo; viability increase, % at 10 µM;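 active means viability gain under doxorubicin at or above a set limit, the compound median plus 3 SD, cut at about 4.7% in these data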;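 further: MRP-1 overexpressing cells given doxorubicin 25 µM after compound pretreatment; 18-22 h compound pretreatment then 72 h with doxorubicin before readout; 0% = doxorubicin-only wells and 100% = vehicle-treated cells without doxorubicin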
# * marks the source's active call; other numbers are inactive results; x = no result given.
cpd	canonical_smiles	HCT116 bCat-KO	HCT116 PTEN-null	E-sel TNF inh	Yeast lifespan up	Phagocyt inh	NPY-Y2 antag	Measles CPE	BB579 growth dn	GALR2 blocker	MRP1 act
1	Oc1ccc(-c2n[nH]c(=S)n2Cc2ccccc2)cc1	111	108	x	-7	-1	4	13	-68	1	-0.4
2	COc1cccc(C(=O)NCCn2ccc3ccccc32)c1	102	103	-9	-12	0	3	2	-1	18	-2.0
3	Clc1ccc(SCCCCn2ccnc2)cc1	53	63	-4	-5	x	3	2	-58	6	0.1
4	COc1ccccc1N1CCN(C(CNS(=O)(=O)c2ccc(C)cc2)c2cccnc2)CC1 (stereo not given)	73	72	-25	-9	-1	1	20	-29	-6	0.0
5	Cc1cc2nc(C)n(CCCNC(=O)Nc3ccc(C#N)cc3)c2cc1C	86	83	19	-6	x	0	0	-1	0	-0.7
6	O=C(Nc1ccccc1)OC1CCC2CC1CCC2OC(=O)Nc1ccccc1 (stereo not given)	36	38	x	-1	x	14	5	-11	11	-4.6
7	Cc1nc(N[C@@H](Cc2c[nH]c3ccccc23)C(=O)O)c2oc3ccccc3c2n1	82	82	-16	-5	x	1	7	-9	-10	-4.1
8	CCOC(=O)N1CCN(C(=O)c2c(O)c3cccc4c3n(c2=O)CC4)CC1	98	100	x	0	-2	0	4	13	-6	-1.3
9	Cn1c(=O)c2c(nc(CN3CCc4ccccc4C3)n2Cc2ccccc2)n(C)c1=O	71	73	-8	x	x	-2	4	-39	1	-1.8
10	CC1CC(C)CN(C(=O)C(NS(=O)(=O)c2ccc(Br)s2)c2ccccc2)C1 (stereo not given)	70	64	x	0	x	1	13	-4	-5	-3.1
11	C/C(=N\NC(=O)c1ccc(Cl)c(Cl)c1)c1ccc(Br)s1	6.1*	3.6*	x	-1	-9	3	3	-45	0	-5.5
12	CC1CCCCC1NC(=O)CO/N=C/c1ccccc1OC(F)F (stereo not given)	84	93	x	-2	-17	6	7	-5	9	2.6
13	COC(=O)C1=C(C)NC(C)=C(C(=O)OC)C1C1CC=CCC1 (stereo not given)	87	86	-15	x	x	3	9	-25	-1	-1.6
14	CN1/C(=C/C(=O)C2CCC2)Sc2ccccc21	80	92	-29	-17	-2	2	5	19	-1	-4.2
15	COC(=O)c1sccc1NC(=O)c1cc(OC)cc(OC)c1	73	69	-22	x	x	12	6	-12	-15	-6.7
16	N#CC1=C(N)C2=C(N3CCCCC3)CCCC2C1(C#N)C#N (stereo not given)	106	96	5	-13	1	2	7	13	6	-0.4
17	CC(=O)Cn1c(C(F)(F)F)nc2ccccc21	98	103	x	0	-1	1	10	-27	1	-2.5
18	Cc1ccc(C(=O)N2Cc3ccccc3CC2C(=O)O)cc1 (stereo not given)	96	99	-30	-7	-1	1	11	-20	1	-1.3
19	O=C(CO/N=C/c1cccc([N+](=O)[O-])c1)NC1CCCCC1	100	103	x	1	-10	6	x	-8	-8	1.9
20	O=C1CC(C(=O)Nc2ccc(Br)cc2)C2(CCCC2)O1 (stereo not given)	104	104	3	-10	0	-1	4	2	-5	0.9
21	COC(=O)c1sc2cc(C(F)(F)F)cnc2c1-c1cccnc1	101	105	19	-18	0	0	7	-61	-4	-0.4
22	COc1cc2cc(Br)cc(Br)c2nc1C	98	98	7	-10	3	3	5	-56	-9	0.4
23	Cn1c(-c2cccc(OCc3ccccc3)c2)nc2c1c(=O)[nH]c(=O)n2Cc1ccccc1	80	79	-38	-9	1	2	1	-21	4	-5.2
24	Cc1ccc(Nc2nc3nonc3nc2N(C)C)cc1	99	98	8	-6	-2	-3	9	-1	-11	0.6
25	Cc1c(C(=O)NCc2cccnc2)oc2ccc(S(=O)(=O)N3CC(C)CC(C)C3)cc12 (stereo not given)	94	89	0	-2	0	3	6	-24	7	-0.8
26	Cc1cccc(N2CCN(C(c3ccc(N(C)C)cc3)c3nnnn3C(C)(C)C)CC2)c1C (stereo not given)	59	58	6	x	x	2	5	-12	-1	-5.5
27	O=C(CC1SC(=O)N(c2ccccc2)C1=O)Nc1ccccc1 (stereo not given)	90	96	14	16	0	-5	6	4	-1	6.8*
28	CN(C)N1C(=O)CC(NNC(=O)c2ccncc2)C1=O (stereo not given)	95	117	x	2	-3	1	5	7	-2	-2.1
29	CCCC(=O)Nc1ccc(NC(=O)C23CC4CC(CC(C4)C2)C3)cn1	91	94	x	36	-4	2	12	-17	-1	-1.9
30	CCOc1ccc2nc(SCC(=O)NC(=O)NCc3ccco3)sc2c1	95	90	-55	-4	0	2	9	-30	-11	-4.1

# (continued)
cpd	canonical_smiles	HCT116 bCat-KO	HCT116 PTEN-null	E-sel TNF inh	Yeast lifespan up	Phagocyt inh	NPY-Y2 antag	Measles CPE	BB579 growth dn	GALR2 blocker	MRP1 act
31	CCOC(=O)c1sc2nc(SCC(=O)NCc3ccco3)n(Cc3ccccc3)c(=O)c2c1C	62	49	x	-5	-3	5	7	-20	-3	-4.9
32	CC(C)(C)N1CC(c2nc3ccccc3n2CCOc2ccccc2)CC1=O (stereo not given)	79	85	6	-7	-1	1	3	-11	8	-0.7
33	CCOc1ccc(-c2cc(C(=O)NN)[nH]n2)cc1	93	102	-27	-6	-11	0	14	17	-1	0.6
34	Oc1ccc(/C=N/Nc2nccnc2Cl)c(O)c1	4.5*	6	x	-30	1	6	9	5	17	-2.5
35	O=C1CSC(c2ccc(F)cc2)N1c1nc2ccccc2s1 (stereo not given)	78	78	4	1	x	-1	22	-65	-4	-0.1
36	COc1cccc2cc(C(=O)N3CCN(c4ncccn4)CC3)c(=O)oc12	102	96	-14	-1	0	4	18	-2	-18	-1.9
37	COc1ccc(NC(=O)c2ccc(CN3CCN(c4ccccc4)CC3)cc2)cc1	83	78	1	-6	-1	-1	12	-36	-13	-0.5
38	CCCCNc1nc(=S)[nH]c2cc(OC)c(OC)cc12	81	73	-28	-3	-2	0	19	-5	3	-2.8
39	COc1ccc(CC(=O)NNc2ncnc3c2cnn3C)cc1OC	88	102	x	0	-5	1	13	-17	-10	0.8
40	O=C(Nc1ccccc1-c1ccccc1)c1cccc([N+](=O)[O-])c1	88	87	25	-17	x	0	10	-32	-17	-0.6
41	O=C(NC1CCCCC1)N(Cc1cc2cc3c(cc2[nH]c1=O)OCCO3)CC1CCCO1 (stereo not given)	77	88	-26	-12	-1	4	3	-38	0	-3.6
42	CCOC(=O)C1(CC)NC(c2cccc(F)c2)C2C(=O)N(CC)C(=O)C21 (stereo not given)	84	95	1	x	x	-2	28	7	-7	-1.7
43	COc1cc(C)c(CN2CCCCC2CO)cc1C (stereo not given)	94	101	x	0	0	2	31	-49	-8	-0.4
44	COc1ccccc1OCCSc1ncnc2nc[nH]c12	94	97	6	-12	-3	-1	24	-44	4	-1.5
45	CCOC(=O)C1CCCN(CCC(=O)Nc2ccc(F)c(F)c2)C1 (stereo not given)	91	98	x	-6	-2	3	5	-10	5	-3.4
46	CCCc1c(O)nc(SC2CC(=O)N(c3cc(OC)ccc3OC)C2=O)[nH]c1=O (stereo not given)	92	96	x	-3	-2	0	4	-21	-10	0.0
47	Cc1ccc(CN(Cc2cccnc2)C(=O)CN2C(=O)COc3ccccc32)o1	77	76	-15	-12	0	3	17	-11	-14	-1.2
48	COc1ccc(CCC(=O)N2CCN(S(=O)(=O)c3ccc4ccccc4c3)CC2)cc1	84	82	12	-5	-3	7	2	-32	-1	-2.5
49	Cc1cc(=O)[nH]c2cc(Cl)ccc12	100	98	0	-19	-3	3	6	-34	8	-0.9
50	CCOC(=O)CSc1nc2ccc(N3CCOCC3)cc2c(=O)n1Cc1ccc2c(c1)OCO2	82	80	11	-3	-1	2	24	-41	14	-2.1
51	COC(=O)C1C(=O)C=C(Nc2ccc(F)cc2)CC1c1ccc(OC)cc1 (stereo not given)	105	99	8	-1	-15	2	6	-12	-4	-2.0
52	Cc1occc1C(=O)NCCCCc1ccccc1	85	95	-9	-14	-1	5	16	-18	-11	0.3
53	O=C(CCc1ccc(S(=O)(=O)N2CCOCC2)cc1)OCc1nc2ccccc2s1	93	94	x	0	1	2	6	-22	1	-2.6
54	O=C(COC(=O)c1ccc(Cl)s1)c1cc2ccccc2o1	96	89	27	-18	1	5	6	-75	14	0.0
55	CCCn1nnc(NC(=O)c2ccc(Cl)cc2Cl)n1	97	107	-2	0	0	3	11	-23	-1	1.3
56	N#C/C(=C/c1ccc(N2CCOCC2)o1)c1ccc(Cl)cc1	65	63	-35	-13	-1	3	x	2	7	-2.6
57	CCN(CC)S(=O)(=O)c1ccc(NC(=O)COc2c(OC)cccc2OC)cc1	88	93	-17	-3	-1	4	14	-53	-1	-0.2
58	O=C(Nc1ccc(Cc2ccncc2)cc1)C1CCC(N2C(=O)C3CC=CCC3C2=O)CC1 (stereo not given)	84	87	-46	8	0	0	6	-9	-3	0.1
59	COc1ccc(-c2csc(NC(=O)Cn3nc(C)cc3C)n2)cc1	95	96	x	-5	x	4	8	-8	4	-1.2

# Entries shown so far that contain a COOH group (two):
cpd	canonical_smiles	HCT116 bCat-KO	HCT116 PTEN-null	E-sel TNF inh	Yeast lifespan up	Phagocyt inh	NPY-Y2 antag	Measles CPE	BB579 growth dn	GALR2 blocker	MRP1 act
7	Cc1nc(N[C@@H](Cc2c[nH]c3ccccc23)C(=O)O)c2oc3ccccc3c2n1	82	82	-16	-5	x	1	7	-9	-10	-4.1
18	Cc1ccc(C(=O)N2Cc3ccccc3CC2C(=O)O)cc1 (stereo not given)	96	99	-30	-7	-1	1	11	-20	1	-1.3

# Seven entries already listed, ordered by formula weight, smallest number first.
cpd	canonical_smiles	HCT116 bCat-KO	HCT116 PTEN-null	E-sel TNF inh	Yeast lifespan up	Phagocyt inh	NPY-Y2 antag	Measles CPE	BB579 growth dn	GALR2 blocker	MRP1 act
43	COc1cc(C)c(CN2CCCCC2CO)cc1C (stereo not given)	94	101	x	0	0	2	31	-49	-8	-0.4
56	N#C/C(=C/c1ccc(N2CCOCC2)o1)c1ccc(Cl)cc1	65	63	-35	-13	-1	3	x	2	7	-2.6
46	CCCc1c(O)nc(SC2CC(=O)N(c3cc(OC)ccc3OC)C2=O)[nH]c1=O (stereo not given)	92	96	x	-3	-2	0	4	-21	-10	0.0
48	COc1ccc(CCC(=O)N2CCN(S(=O)(=O)c3ccc4ccccc4c3)CC2)cc1	84	82	12	-5	-3	7	2	-32	-1	-2.5
41	O=C(NC1CCCCC1)N(Cc1cc2cc3c(cc2[nH]c1=O)OCCO3)CC1CCCO1 (stereo not given)	77	88	-26	-12	-1	4	3	-38	0	-3.6
50	CCOC(=O)CSc1nc2ccc(N3CCOCC3)cc2c(=O)n1Cc1ccc2c(c1)OCO2	82	80	11	-3	-1	2	24	-41	14	-2.1
31	CCOC(=O)c1sc2nc(SCC(=O)NCc3ccco3)n(Cc3ccccc3)c(=O)c2c1C	62	49	x	-5	-3	5	7	-20	-3	-4.9
